Screens as filed in PubChem.
HCV core dimer: HCV core protein dimerization inhibition; TR-FRET GST/Flag-core106 dimerization, 1536-well; inhibition, % at 5 µM; hit rate 0.33% among 300,000; AID 1899;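 active = inhibition above the mean of all tested compounds plus 3 SD, set per screening campaign, cut at about 45% in these data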
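System – GST-tagged and Flag-tagged HCV core protein residues 1-106 · Repeats – one well for each compound · Technique – TR-FRET 671 and 617 nm emission · Doses – one concentration, 5 µM, in 0.5% DMSO · Times – 4 h, 22.5 °C incubation · Also added – Eu donor and XL665 acceptor anti-tag antibodies · Measure – percent inhibition of core106 dimerization signal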
TPT1 inhibitor: C. albicans TPT1 enzyme inhibition. AID 1962. inhibition, % at 5 µM. hit rate 0.81% among 300,000. recombinant caTPT1, FP RNA substrate dephosphorylation;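 active = inhibition above the mean of all tested compounds plus 3 SD, set per screening campaign, cut at about 24% in these data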;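 also: plate controls were DMSO alone for no effect and ferristatin control at 100 nM for full effect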
Efflux pump inh: blocks antifungal efflux pumps in multiplex yeast assay; S. cerevisiae Candida pump triplex, Nile Red efflux; hit rate 0.44% among 330,000; inhibition, % at 10 µM; AID 485275;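 active = plate passing quality check with inhibition over a set limit, or well fluorescence over plate mean plus 4 SD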;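 also: Nile Red retained in pooled yeast measured as flow cytometry median fluorescence; 0% = buffer negative control and 100% = Enniatin B positive control; higher means more Nile Red kept so more efflux inhibition; some compounds called inactive have numbers as strong as hits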
PP5 primary: blocks human protein phosphatase 5 activity | purified PP5c, OMFP substrate fluorescence | hit rate 0.18% among 320,000 | inhibition, % at 6.7 µM;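 active = inhibition above the campaign's mean inhibition across all tested compounds plus 3 SD, cut at about 9.5% in these data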;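 also: 0% = DMSO only and 100% = 100 µM cantharidin control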
CTSL1 counter: counter-screen for PFM18AAP inhibitors: inhibitors of F. hepatica cathepsin L1. AID 1906. inhibition, % at 5.96 µM. hit rate 0.49% among 300,000. recombinant F. hepatica cathepsin L1, Z-Leu-Arg-MCA fluorescence;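 active = inhibition above the mean of all tested compounds plus 3 SD, set per screening campaign, cut at about 17% in these data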;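 also: 0% = plate median of test compound wells and 100% = 1 µM Z-Phe-Ala-diazomethylketone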
ZTA counter: counter-screen for EBNA-1 inhibitors: inhibitors of Epstein-Barr virus ZTA | P03206 | ZTA-DNA binding, fluorescence polarization | inhibition, % at 11 µM | hit rate 0.15% among 320,000 | AID 2234; in the data active = inhibition above about 33%
Target sequence (P03206 whole entry, looked up): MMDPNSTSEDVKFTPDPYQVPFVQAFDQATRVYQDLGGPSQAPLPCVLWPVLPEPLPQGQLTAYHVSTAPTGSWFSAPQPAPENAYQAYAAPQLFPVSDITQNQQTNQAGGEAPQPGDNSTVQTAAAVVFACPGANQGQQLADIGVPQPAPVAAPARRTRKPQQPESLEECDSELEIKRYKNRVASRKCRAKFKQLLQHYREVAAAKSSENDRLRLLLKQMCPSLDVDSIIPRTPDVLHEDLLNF
EBNA-1 inh: blocks EBNA-1 binding to DNA | EBNA-1 DNA binding, fluorescence polarization | inhibition, % at 14.8 µM | hit rate 0.34% among 300,000 | AID 1950; in the data active = inhibition above about 28%
PP1 inh: PP1-alpha (human) inhibition in PP5 counter-screen | P62136 | AID 2235 | inhibition, % at 6.7 µM | hit rate 0.9% among 320,000 | purified PP1alpha, OMFP fluorescence;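 active = inhibition above the mean inhibition of all tested compounds plus 3 SD, computed separately for each screening campaign, cut at about 15% in these data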
Target sequence (P62136 whole entry, looked up): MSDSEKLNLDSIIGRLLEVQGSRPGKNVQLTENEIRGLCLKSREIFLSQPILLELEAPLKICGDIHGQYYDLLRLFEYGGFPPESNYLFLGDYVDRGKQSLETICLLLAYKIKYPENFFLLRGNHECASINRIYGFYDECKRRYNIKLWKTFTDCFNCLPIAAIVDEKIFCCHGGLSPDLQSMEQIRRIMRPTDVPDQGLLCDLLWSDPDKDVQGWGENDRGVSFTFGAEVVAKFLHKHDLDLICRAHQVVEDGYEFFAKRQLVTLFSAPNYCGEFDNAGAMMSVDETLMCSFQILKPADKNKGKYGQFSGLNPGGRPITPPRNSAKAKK
PREPL inhibitor: human PREPL enzyme inhibition. Q4J6C6. hit rate 0.68% among 320,000. inhibition, % at 5.96 µM. recombinant PREPL, fluorescence polarization activity-based probe; in the data active = inhibition above about 43%;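 also: 0% = enzyme with DMSO and 100% = wells lacking enzyme; many of its hits are not listed in these tables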
Starred values were filed as active, the others as inactive; nt = not tested or not shown. The list is partial; count on the stated rates, not on these rows.

entry | Molecule | HCV core dimer | TPT1 inhibitor | Efflux pump inh | PP5 primary | CTSL1 counter | ZTA counter | EBNA-1 inh | PP1 inh | PREPL inhibitor
1 | COC(=O)C1=C(c2ccc3ccccc3c2)C[C@@H]2CC[C@H]1N2C(=O)NC1Cc2ccccc2C1 | nt | nt | 0.5 | 0.9 | nt | -1.3 | nt | 2.7 | -17.1
2 | CCCCn1c(O)c(C=NCCCN(CC)CC)c(=O)[nH]c1=O | -7.2 | 3.2 | -0.1 | 3.0 | 0.9 | 10.4 | -2.7 | -2.5 | -5.0
3 | CN1C(=O)/C(=C\c2ccc(N3CCCCCC3)cc2)C(=O)NC1=S | -5.7 | 7.2 | 0.2 | -0.2 | -2.2 | -12.2 | -7.2 | -0.1 | 4.5
4 | COC(=O)C1=C(c2ccccc2OCc2ccccc2)C[C@@H]2CC[C@H]1N2C(=O)NCc1cccc(C(F)(F)F)c1 | nt | nt | 0.0 | 5.7 | nt | 6.2 | nt | 8.4 | 8.7
5 | CCOC(=O)C1=C(N)OC2=C(C(=O)CCC2)C12C(=O)Nc1ccccc12 (centres undefined) | 2.2 | 0.9 | 0.0 | 2.1 | 0.3 | -4.2 | -4.3 | -3.8 | 3.6
6 | COc1ccc(Br)cc1CNCCc1cccc(Cl)c1 | -0.8 | 1.0 | -0.2 | 0.6 | 8.2 | -8.2 | 2.9 | 3.4 | -43.7
7 | C(#CCN1CCOCC1)COCC#Cc1ccccc1 | -4.9 | -4.5 | 0.1 | 2.0 | -3.3 | -6.3 | 0.5 | 1.1 | 11.8
8 | Cc1ccc([N+](=O)[O-])cc1 | nt | nt | -0.2 | -1.4 | nt | 0.3 | nt | -0.8 | 1.0
9 | COC(=O)C1=C(c2c(C)noc2C)C[C@@H]2CC[C@H]1N2C(=O)NC(C)C | nt | nt | -0.1 | -1.5 | nt | 16.1 | nt | -4.3 | -0.2
10 | Brc1ccccc1 | -0.7 | -1.6 | -0.2 | 2.3 | -1.2 | 1.2 | 2.3 | -2.0 | -2.0
11 | CC(=O)c1c(C)n(C2CCCCC2)c2ccc(O)cc12 | -5.2 | -4.1 | 0.1 | 1.6 | 2.7 | -17.9 | -1.7 | -0.5 | -7.1
12 | Cc1cc(C(=O)N2CCC3(CC2)OCCO3)cs1 | -1.4 | -1.7 | 0.1 | 5.0 | 1.1 | -16.0 | -11.9 | -5.9 | 4.0
13 | O=C(C[n+]1ccn(CCCNP2(=O)C=C(c3ccccc3)OC(c3ccccc3)=C2)c1)c1ccccc1 | 0.9 | 1.8 | 0.0 | -2.5 | -1.6 | -0.3 | 10.0 | 3.3 | -85.8
14 | O=C1C(=O)c2ccccc2-c2ccccc21 | 44.4 | -0.2 | 0.1 | 4.3 | 110.0* | 64.7* | 5.0 | 40.0* | 52.9*
15 | CCOP(=O)(OCC)c1ccc(OP(=O)(c2cccc([N+](=O)[O-])c2)c2cccc([N+](=O)[O-])c2)cc1 | 6.3 | -4.6 | -0.1 | -1.4 | -0.7 | 7.3 | 10.6 | 0.5 | -4.2

Given with values under each structure: part of the list above.
Fields – HCV core dimer	TPT1 inhibitor	Efflux pump inh	PP5 primary	CTSL1 counter	ZTA counter	EBNA-1 inh	PP1 inh	PREPL inhibitor
[1] COC(=O)C1=C(c2ccc3ccccc3c2)C[C@@H]2CC[C@H]1N2C(=O)NC1Cc2ccccc2C1
 : nt	nt	0.5	0.9	nt	-1.3	nt	2.7	-17.1
[2] CCCCn1c(O)c(C=NCCCN(CC)CC)c(=O)[nH]c1=O
 : -7.2	3.2	-0.1	3.0	0.9	10.4	-2.7	-2.5	-5.0
[3] CN1C(=O)/C(=C\c2ccc(N3CCCCCC3)cc2)C(=O)NC1=S
 : -5.7	7.2	0.2	-0.2	-2.2	-12.2	-7.2	-0.1	4.5
[4] COC(=O)C1=C(c2ccccc2OCc2ccccc2)C[C@@H]2CC[C@H]1N2C(=O)NCc1cccc(C(F)(F)F)c1
 : nt	nt	0.0	5.7	nt	6.2	nt	8.4	8.7
[5] CCOC(=O)C1=C(N)OC2=C(C(=O)CCC2)C12C(=O)Nc1ccccc12 (centres undefined)
 : 2.2	0.9	0.0	2.1	0.3	-4.2	-4.3	-3.8	3.6
[6] COc1ccc(Br)cc1CNCCc1cccc(Cl)c1
 : -0.8	1.0	-0.2	0.6	8.2	-8.2	2.9	3.4	-43.7
[7] C(#CCN1CCOCC1)COCC#Cc1ccccc1
 : -4.9	-4.5	0.1	2.0	-3.3	-6.3	0.5	1.1	11.8
[8] Cc1ccc([N+](=O)[O-])cc1
 : nt	nt	-0.2	-1.4	nt	0.3	nt	-0.8	1.0
[9] COC(=O)C1=C(c2c(C)noc2C)C[C@@H]2CC[C@H]1N2C(=O)NC(C)C
 : nt	nt	-0.1	-1.5	nt	16.1	nt	-4.3	-0.2
[10] Brc1ccccc1
 : -0.7	-1.6	-0.2	2.3	-1.2	1.2	2.3	-2.0	-2.0
[11] CC(=O)c1c(C)n(C2CCCCC2)c2ccc(O)cc12
 : -5.2	-4.1	0.1	1.6	2.7	-17.9	-1.7	-0.5	-7.1
[12] Cc1cc(C(=O)N2CCC3(CC2)OCCO3)cs1
 : -1.4	-1.7	0.1	5.0	1.1	-16.0	-11.9	-5.9	4.0
[13] O=C(C[n+]1ccn(CCCNP2(=O)C=C(c3ccccc3)OC(c3ccccc3)=C2)c1)c1ccccc1
 : 0.9	1.8	0.0	-2.5	-1.6	-0.3	10.0	3.3	-85.8

(continued)
Abbreviations – A = HCV core dimer; B = TPT1 inhibitor; C = Efflux pump inh; D = PP5 primary; E = CTSL1 counter; F = ZTA counter; G = EBNA-1 inh; H = PP1 inh; I = PREPL inhibitor
16: CC1=NN(Cc2c[nH]c3ccccc23)C(C)(C)C1
  A: -4.0 | B: 1.9 | C: 0.0 | D: 2.1 | E: 3.0 | F: 6.2 | G: -6.1 | H: -7.2 | I: 9.6
17: Nc1c(C(=O)NCc2ccco2)c2nc3ccccc3nc2n1Cc1ccc(F)cc1
  A: -4.2 | B: 8.5 | C: -0.1 | D: 7.7 | E: -3.6 | F: -28.9 | G: -8.1 | H: 8.2 | I: 10.9
18: CC(N)C(=O)c1ccco1 (centres undefined)
  A: -1.1 | B: 5.0 | C: 0.3 | D: -0.8 | E: -1.6 | F: 6.5 | G: 5.9 | H: -0.1 | I: 1.5
19: CC12CNCC(C)(CNC1)C2O (centres undefined)
  A: -0.6 | B: -4.5 | C: 0.0 | D: -0.5 | E: -1.2 | F: -4.4 | G: 5.5 | H: -1.7 | I: -6.0
20: Cc1ccc(C2=CCNCC2)cc1
  A: -4.8 | B: -0.9 | C: -0.1 | D: 1.8 | E: -1.2 | F: -9.4 | G: -2.9 | H: -0.5 | I: -7.8
21: O=C(c1cccc(N2CCCC2=O)c1)N1CCC2(CC1)OCCO2
  A: -2.7 | B: -0.1 | C: 0.1 | D: -0.7 | E: 2.3 | F: -2.4 | G: -8.8 | H: 2.4 | I: 2.5
22: COc1ccccc1/C=C1\C(=O)NC(=S)N(c2ccccc2)C1=O
  A: -8.4 | B: 5.6 | C: 0.1 | D: -1.3 | E: 2.2 | F: 0.2 | G: -11.2 | H: 0.0 | I: -11.1
23: Clc1ccc(CSC(Cn2ccnc2)c2ccc(Cl)cc2Cl)cc1 (centres undefined)
  A: 16.0 | B: -1.1 | C: 0.3 | D: 5.4 | E: 3.8 | F: -0.6 | G: -5.5 | H: 26.5* | I: -85.4
24: Cc1ccc(NC2=NCCCS2)c(C)c1C
  A: -12.1 | B: 2.5 | C: -0.2 | D: 0.7 | E: -3.7 | F: 5.8 | G: 4.4 | H: -0.3 | I: 13.0
25: Cc1ccc(-c2ccc(=O)n(CCC(=O)N3CCC4(CC3)OCCO4)n2)cc1
  A: -4.3 | B: 4.2 | C: 0.0 | D: 0.8 | E: -1.7 | F: 1.8 | G: -1.2 | H: -2.3 | I: 17.4
26: Cc1cc([N+](=O)[O-])c(Cl)cc1NC(=O)C(C)C
  A: 0.7 | B: -5.3 | C: 0.3 | D: 2.2 | E: -3.2 | F: -6.9 | G: -5.0 | H: -6.6 | I: -2.1
27: CC1CCCCN1C(=O)c1ccc(N2CC3CC(C2)c2cccc(=O)n2C3)c([N+](=O)[O-])c1 (centres undefined)
  A: -1.6 | B: -2.0 | C: 0.1 | D: 3.0 | E: -1.5 | F: -2.1 | G: 3.0 | H: 0.3 | I: 6.8
28: CCCCC(=O)N/N=C/c1c(O)n(CCc2ccccc2)c(=O)[nH]c1=O
  A: -2.5 | B: 3.4 | C: 0.1 | D: -0.5 | E: 0.7 | F: -2.7 | G: 1.3 | H: -4.6 | I: 0.0
29: COc1ccccc1N1CCN(Cc2ccc(SC)cc2)CC1
  A: -0.7 | B: -0.4 | C: 0.1 | D: 3.1 | E: 3.4 | F: 11.7 | G: -4.7 | H: 2.7 | I: 10.1
30: Cc1ccc(N2C(=O)CC(=O)NC2=O)c(C)c1
  A: -0.9 | B: 10.2 | C: 0.4 | D: -1.8 | E: -2.5 | F: -0.2 | G: -8.5 | H: -4.2 | I: -5.3
